Source: PubChem BioAssay (several laboratories)
NTR1 agonist = NTR1-driven beta-arrestin-GFP spot formation – imaging, U2OS cells, high content, primary screen (AID 493036) | agonist mode | hit rate 0.17% among 330,000 | P30989 | activation, % at 20 µM;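 active means activation at or above 40% of the spot to cytoplasm intensity ratio, with at least 20 cells analyzed; inconclusive means wells under 20 cells, flagged as cytotoxic or low count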;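 further: 0% = DMSO without peptide and 100% = 100 nM NTR1 peptide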
Target sequence (P30989 whole entry, looked up): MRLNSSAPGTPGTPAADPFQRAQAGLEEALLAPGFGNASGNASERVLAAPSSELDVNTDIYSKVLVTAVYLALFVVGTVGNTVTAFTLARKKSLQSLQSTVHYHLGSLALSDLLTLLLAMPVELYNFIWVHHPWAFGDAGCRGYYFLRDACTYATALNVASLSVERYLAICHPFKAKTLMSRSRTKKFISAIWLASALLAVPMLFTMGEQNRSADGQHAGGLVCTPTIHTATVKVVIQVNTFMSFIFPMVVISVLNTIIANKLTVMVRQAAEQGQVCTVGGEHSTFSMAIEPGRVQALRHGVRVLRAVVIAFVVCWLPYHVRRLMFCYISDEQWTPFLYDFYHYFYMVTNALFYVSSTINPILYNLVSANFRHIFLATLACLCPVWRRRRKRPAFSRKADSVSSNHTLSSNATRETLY
RSV CPE inhibition = inhibition of RSV-induced cytopathic effect – HEp-2 cells, primary 10 µM value included (AID 2391). HEp-2 cells, RSV-induced CPE inhibition; higher % means a stronger effect. one-dose CPE inhibition, % at 10 µM; IC50 in µM for titrated hits. hit rate 0.13% among 310,000; in the data active means a potency from the dose series; inconclusive means CPE inhibition mostly from about 23% at the one dose, without a potency; inactive means the rest, 99 in 100 with CPE inhibition below about 21%; further: strong numbers were not always called active
UTI89 phage lysis = protection from phage-mediated lysis, alamar blue read-out – E. coli UTI89, K1F phage, bacterial capsule biogenesis inhibitors (AID 488966); E. coli UTI89 K1F phage lysis, alamar blue, 2 h; higher % means a stronger effect; inhibition, % at 100 µM; hits with a dose series show IC50 in µM; hit rate 0.02% among 340,000;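 active means phage lysis inhibition, versus mean bacterial control, above a set limit; inconclusive means no clear call, values can overlap the other calls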;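 further: capsule biogenesis inhibitors block K1F phage lysis so surviving cells raise fluorescence; higher fluorescence means more inhibition of phage lysis; actives were called in the ten point dose series up to 300 µM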
Salmonella PhoP GFP = inhibitors of PhoP regulon expression, primary screen, Salmonella Typhimurium, GFP reporter (AID 1863) | S. Typhimurium PhoP-regulated promoter GFP reporter, 4 h; higher % means a stronger effect | inhibition, % at 50 µM, or IC50 in µM where a hit was titrated | hit rate 0.16% among 300,000;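 active means inhibition over 29.93%, a cutoff 3 SD above the screen mean, later confirmed by dose response; inconclusive means inhibition over 29.93% but no dose response follow-up; inactive means inhibition at most 29.93% or unconfirmed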;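 further: 0% = low Mg2+ inducing control and 100% = high Mg2+ repressing control; strong numbers were not always called active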
SV40 large T antigen = TAg ATPase/helicase activity blockers – biochemical (AID 1903) | SV40 large T antigen ATPase/helicase inhibition assay; higher % means a stronger effect | inhibition, % at 20 µM, or IC50 in µM where a hit was titrated | hit rate 0.39% among 310,000; in the data active means a potency from the dose series; inconclusive means inhibition mostly from about 32% at the one dose, without a potency; inactive means the rest, 99 in 100 with inhibition below about 32%; further: strong numbers were not always called active
T cell HTS = T cell immune modulation candidate; 2C CD8+ T cell-vesicle binding, flow cytometry; active compounds read low; calls only at 7 µM; hit rate 0.068% among 330,000; AID 2052;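 active means response, share of CD8 T cells binding vesicles, and their 90th percentile fluorescence all below set limits, cut at about 80% in these data, passing the limit was not always enough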
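Material: murine 2C transgenic CD8+ T lymphocytes / Also added: QL9-peptide-loaded Drosophila micro-vesicles bearing Ld, ICAM-1 and B7-1 / Schedule: binding step 1.5 h, 37 °C, antibody labelling 20 min, ice / Signal: flow cytometry, PE anti-B7-1 (FL2) versus Alexa647 anti-CD8 (FL8), PFA-fixed / Evaluation: percent CD8+ FL2 mean versus row control / Benchmarks: naked versus QL9-loaded vesicles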
Myeloid diff 2 = myeloid differentiation induction. ER-HoxA9 myeloid progenitors, lysozyme-GFP differentiation, flow cytometry. hit rate 1% among 360,000. AID 624256. calls only at 10 µM;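 active means normalized GFP-positive differentiation at or above the plate's own cutoff, the solvent-only control mean plus 3 SD; inconclusive means no clear call, values can overlap the other calls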;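 further: cells exposed to compound for four days before flow analysis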
TNAP activators = stimulation of alkaline phosphatase TNAP activity – biochemical, luminescent, no phosphate acceptor, uHTS, primary screen (AID 1001); purified TNAP, luminescent activation assay, no phosphate acceptor; higher activation fold means a stronger effect; one-dose activation fold at 20 µM; EC50 in µM for titrated hits; hit rate 0.03% among 200,000; in the data active means activation fold from about 3, or a potency from the dose series; inactive means the rest, 99 in 100 with activation fold below about 1.6; further: many of its hits are not listed in these tables
Rac1 GTP hydrolysis = MgcRacGAP GTPase-activating activity inhibitors, confirmation, biochemical, ADP Hunter fluorescence; MgcRacGAP-stimulated Rac1 GTP hydrolysis, ADP Hunter fluorescence; higher % means a stronger effect; GST-tagged Rac1 F28L mutant substrate; inhibition, % at 30 µM; hits with a dose series show IC50 in µM; hit rate 0.6% among 340,000;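 active means first-screen hits whose inhibition reached a set limit at any dose in the follow-up dose series; inconclusive means inhibition above the set first-screen limit but never retested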;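 further: fluorescence reports GDP produced by GAP-driven GTP hydrolysis; strong numbers were not always called active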
T cell HTS vesicle-bound % = also measured in T cell HTS; calls as there; double positive events, %; measured here: CD8+ vesicle-bound cell fraction;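 binding gate set so that unloaded-vesicle control wells show 10% double positive cells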
NTR1 agonist cell count 20 µM = second read-out of NTR1 agonist, no call of its own (marks repeat the call); cell count; measured here: cell count, cytotoxicity flag
Myeloid diff 2 GFP+ MAC1+ % = also measured in Myeloid diff 2; calls as there; GFP+ MAC1+ double positive, %; measured here: differentiation confirmed by MAC1 staining
Starred values were filed as active, the others as inactive; i = inactive; ? = inconclusive; · = not tested or not shown; [ ] = dose if it differs, or a comment. Not a hit list; 2.3% or so of the library scored in one or more.

SMILES	NTR1 agonist	NTR1 agonist cell count 20 µM	RSV CPE inhibition	UTI89 phage lysis	Salmonella PhoP GFP	SV40 large T antigen	T cell HTS	T cell HTS vesicle-bound %	Myeloid diff 2	Myeloid diff 2 GFP+ MAC1+ %	TNAP activators	Rac1 GTP hydrolysis
O=C1CCCN1C(=O)CSc1ccc2ccccc2n1	-0.8	93	1.8%	0.7%[50 µM]	·	·	i	11	i	0.3	·	11%
O=C(COC(=O)c1cc(S(=O)(=O)N2CCOCC2)ccc1F)Nc1ccc2c(c1)OCO2	1.7	50	·	1.2%[50 µM]	·	·	i	36	i	1.0	·	5%
CN(CCCC1CCCC1)C(=O)c1cc(COc2c(F)cccc2F)on1	5.5	64	9.0%	2.3%[50 µM]	-1%	7%	i	68	i	0.4	·	7%
O=C(c1ccc(C(F)(F)F)cc1)C1CCCN(C(=O)CN2CCCC2=O)C1 (centres undefined)	-0.8	40	-0.2%	1.4%	-4%	12%	i	65	i	0.3	1	4%
O=C(CCn1nnc2ccccc21)Nc1nnc(Cc2ccccc2)s1	1.3	70	5.3%	0.5%	12%	8%	i	55	i	2.2	1	10%
CC(C)(C)C(=O)CSc1ncnc2c1cnn2Cc1ccccc1	3.5	92	2.4%	0.0%	·	4%	i	58	i	0.1	·	7%
Fc1ccc(NC(=S)NCc2ccccn2)cc1	0.2	39	2.5%	0.0%	10%	-1%	i	41	i	0.8	1	10%
O=C(c1ccc[nH]1)N1O[C@@H]2C=C[C@H]1C2	-1.1	51	·	0.3%	·	·	·	·	i	2.1	·	6%
Cc1cc(C)cc(OCC(=O)N(C)CC(=O)Nc2ccc(N3CCOCC3)cc2)c1	-0.2	61	·	0.9%[50 µM]	·	·	·	·	i	0.4	·	10%
Cc1ccc(N=C2C(=S)N(c3ccc(C)cc3)C(=N)N2/N=C/c2ccc(Cl)cc2)cc1	2.8	61	0.7%	0.2%	-2%	19%	i	62	i	0.8	1	8%
Cc1occc1C(=O)NNC(=O)c1ccccc1[N+](=O)[O-]	0.6	94	0.5%	0.2%	1%	6%	i	31	i	3.8	·	3%
CCCCn1c(N)c(N(CC)C(=O)c2cc3c(s2)CCCCC3)c(=O)[nH]c1=O	-1.4	70	-0.4%	0.8%[50 µM]	4%	22%	i	0	i	1.5	·	7%
O=C(/C=C/c1ccccc1)NCCc1nc2ccccc2[nH]1	-1.3	60	1.2%	-1.0%	11%	8%	i	52	i	0.6	·	11%
COc1ccc(CCN2CNc3c(c(=O)n(C)c(=O)n3C)C2)cc1OC	-1.9	58	0.8%	4.1%	-12%	11%	i	58	i	0.3	1.1	7%
COC(=O)c1c(-c2c(Cl)cccc2Cl)noc1C(=O)NN	-0.7	45	0.9%	0.3%	-14%	11%	i	28	i	0.6	·	5%
CCOC(=O)C1(CC)NC(c2ccco2)C2C(=O)N(C)C(=O)C21 (centres undefined)	16	81	2.0%	0.6%	-1%	5%	i	22	i	0.5	1.2	5%
Cc1c(CN(C)C(=O)c2nn(C)cc2[N+](=O)[O-])cnn1C	-1.0	48	0.7%	5.1%	-6%	27%	i	46	i	0.5	1	9%
Cc1ccnc(N2C(=O)c3ccccc3C2O)c1 (centres undefined)	1.3	69	0.3%	2.8%	5%	2%	i	39	i	2.6	1.1	5%
COc1ccc(NC(=O)COC(=O)CNC(=O)c2cc(OC)c(OC)c(OC)c2)cc1	-1.4	42	1.8%	-0.1%	-7%	12%	i	48	i	0.8	1	6%
CC(C(=O)Nc1ccccc1)C(=O)Nc1ccccc1	-0.5	38	-0.4%	1.4%	-7%	5%	i	54	i	0.3	·	-7%
CCOC(=O)C1CCCN(C(=O)c2cc3c(C)nc4ccccc4c3o2)C1 (centres undefined)	5.0	63	-2.2%	0.0%	3%	4%	i	18	i	0.8	1.1	11%
COC(=O)c1sccc1NC(=S)N1CC(C)CC(C)C1 (centres undefined)	·	·	0.4%	0.5%	-7%	0%	i	10	i	0.5	1.1	5%
CCOc1ccc(NC(=O)COC(=O)c2cc([N+](=O)[O-])ccc2N2CCOCC2)cc1	-1.3	57	12%	1.4%[50 µM]	9%	-25%	i	18	i	0.6	·	2%
CNC(=O)NC(=O)COC(=O)CCCOc1ccc(OC)cc1	-0.7	75	0.8%	-0.1%	-12%	11%	i	33	i	0.6	1	8%
CNC(=O)c1ccc(NC(=O)CC23CC4CC(CC(C4)C2)C3)cc1	0.4	48	2.3%	0.1%	1%	5%	i	28	i	1.0	·	2%
COc1ccc(CCC(=O)Nc2cc(Cl)ccc2OC)cc1	0.5	50	9.3%	4.7%	5%	7%	i	43	i	2.6	1.1	5%
CCC(C(=O)NC1CCCCC1)N(CC1CCCO1)C(=O)CNS(=O)(=O)c1ccc(OC)cc1 (centres undefined)	·	·	·	-0.1%	-2%	12%	·	·	i	0.4	1.1	11%
CN(CC(=O)Nc1ccccc1C(F)(F)F)C(=O)CCc1nc2sc3c(c2c(=O)[nH]1)CCCC3	-0.6	55	1.3%	0.7%[50 µM]	-4%	12%	i	24	i	2.7	·	4%
O=c1c(O)c(-c2cc(O)c(O)c(O)c2)oc2cc(O)cc(O)c12	1.5	51	-1.9%	-1.3%	9%	14%	i	32	i	1.2	·	-51%
CCN(CC(=O)NCc1cccs1)S(=O)(=O)c1ccc(C(C)C)cc1	0.2	50	-0.4%	-0.2%	-2%	4%	i	22	i	0.7	1.2	7%
Nc1cc(N)nc(SCC(=O)N2CCN(S(=O)(=O)c3ccccc3)CC2)n1	0.6	53	0.5%	-0.1%	-2%	12%	i	34	i	0.4	·	8%
CCOc1ccc(Nc2cc(=O)oc3ccccc23)cc1	0.9	51	1.3%	0.3%	-3%	8%	i	23	i	2.0	1	9%
Nc1cc(=O)[nH]c(SCC(=O)Nc2cc(S(=O)(=O)N3CCCCC3)ccc2Cl)n1	0.1	51	0.0%	0.1%[50 µM]	·	·	i	40	i	1.4	·	2%
Cc1ccc(C(C)n2cc(C(=O)NCc3ccccn3)nn2)cc1 (centres undefined)	2.7	48	-0.9%	0.1%	2%	11%	i	39	i	0.6	1.1	5%
CC(C)COC(=O)c1cc(=O)[nH]c2ccccc12	0.7	43	3.6%	0.5%	11%	0%	i	36	i	1.4	1.1	-3%
CCC(=O)N(C1=C(NC(C)C)C(=O)c2ccccc2C1=O)C(C)C	1.7	71	0.9%	1.1%	0%	8%	i	69	i	0.2	1	3%
CC(=O)Nc1ccc(S(=O)(=O)N2CCSC2C(=O)O)cc1 (centres undefined)	0.6	60	-0.4%	0.1%	-5%	4%	i	28	i	4.0	1.1	10%
O=C(CNS(=O)(=O)c1ccc(Br)cc1)NCc1cccnc1	1.3	53	0.7%	1.4%[50 µM]	-3%	8%	i	19	i	1.6	·	6%
O=C(COc1ccc(-c2nnco2)cc1)N1CCN(S(=O)(=O)c2ccc3ccccc3c2)CC1	2.4	77	-0.4%	0.1%	6%	9%	i	42	i	0.4	1.1	1%
O=C(Nc1ccccc1)c1cc([N+](=O)[O-])ccc1N1CCCCC1	6.3	48	·	-0.3%	·	·	i	7	i	0.6	·	3%
CSc1ccc(CN2CCCC(N3CCN(c4ccccc4)CC3)C2)cc1 (centres undefined)	5.1	43	1.8%	-0.3%	4%	8%	i	51	i	0.5	·	-1%
Cc1cccc(Nc2ncnc3onc(-c4cccc(Cl)c4)c23)c1C	3.7	67	4.1%	3.0%	-1%	6%	i	55	i	0.8	·	4%
COc1ccc2sc(-c3ccccc3OC)c(-c3ccc(OCCN(C)C)cc3)c2c1	14	78	·	-0.4%	·	·	·	·	i	2.3	·	9%
CC1CCCN(C(=O)Cn2c3ccccc3c3nc4n(c(=O)c32)CCS4)C1 (centres undefined)	4.2	56	2.6%	0.1%	-5%	11%	i	14	i	1.3	·	8%
CCC1Sc2ccc(S(=O)(=O)CCC(=O)N3CCc4ccccc43)cc2NC1=O (centres undefined)	1.2	77	·	0.2%	2%	3%	i	15	i	0.7	·	9%
Cc1ccc(C(=O)NNC(=O)c2ccc(Br)s2)cc1S(=O)(=O)N1CCOCC1	1.3	96	-0.2%	0.8%[50 µM]	·	·	i	12	i	0.8	·	4%
O=C(NCCS(=O)(=O)N1CCCCCC1)c1ccc(F)cc1	0.5	51	-1.4%	1.1%[50 µM]	-4%	9%	i	40	i	0.7	·	10%
CCOC(=O)C1CCCN(c2c(N3CCN(C4CCCCC4)CC3)c(=O)c2=O)C1 (centres undefined)	0.5	102	0.5%	0.1%	-4%	5%	i	30	i	4.1	0.8	-1%
O=c1cc(CN2CCN(c3ccccc3)CC2)nc2scc(-c3ccccc3)n12	0.7	77	?	-0.1%	-4%	3%	i	51	i	0.7	1	9%
COc1ccc(C(C)(C)C)cc1NC(=O)CCN1C(=O)C2CCCCC2C1=O (centres undefined)	3.5	44	-0.5%	0.3%[50 µM]	·	·	i	48	i	0.2	·	4%
C/C(=N\NC(=O)CSCc1ccc(Cl)cc1)c1ccc(NC(=O)c2ccccc2)cc1	0.3	40	-0.2%	0.0%	8%	0%	i	9	i	1.1	1.1	6%
COc1ccc(/C=C/C(=O)NC(=S)NCC2CCCO2)cc1 (centres undefined)	6.0	64	3.4%	0.3%	-2%	17%	i	51	i	0.5	0.9	5%
Cc1cc(C)cc(Nc2nc3ccccc3c(=O)[nH]2)c1	4.2	87	1.6%	2.3%	-1%	9%	i	33	i	0.3	1	2%
COc1ccc(OC)c(NC(=O)c2ccc(CSc3nnc(C)s3)cc2)c1	1.5	45	9.3%	i	4%	0%	i	22	i	0.6	1.1	-4%
O=C(COC(=O)c1ccc(F)c(S(=O)(=O)N2CCOCC2)c1)Nc1ccc2[nH]c(=O)[nH]c2c1	-2.0	67	1.4%	0.3%[50 µM]	·	·	i	20	i	0.3	·	10%
